WT yeast gro inh: growth inhibition of WT yeast, mitochondrial fusion screen; mitochondrial fusion phenotypic screen, WT strain; inhibition, % at 10 µM; 190,000 compounds, 2.1% hits; AID 1362; in the data active = inhibition above about 58%; tested in S. cerevisiae
M1AAP inhibition: P. falciparum M1AAP inhibitors, biochemical, fluorogenic H-Leu-NHMec substrate, 1536-well (AID 1445); recombinant M1AAP, H-Leu-NHMec fluorogenic kinetic assay; higher % means a stronger effect; 220,000 compounds, 0.42% hits; one-dose inhibition, % at 30 µM; IC50 in µM for titrated hits;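 active = primary inhibition above the hit cutoff, then over 50% inhibition at one or more dose response concentrations, cut at about 23% in these data, passing the limit was not always enough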;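 also: plate controls were DMSO full reaction for no effect and no enzyme background for full effect; strong numbers were not always called active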
Autophagy mod: alters autophagy in cells; AID 463193; calls only at 10 µM (by protocol); 190,000 compounds, 0.98% hits; MEF GFP-LC3 puncta imaging; test concentration mostly 10 µM;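 active = percentage of spot-positive cells more than 3 SD above its plate mean, without a fluorescence outlier flag or 80% toxicity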;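 also: spot-positive cell cutoff set from DMSO-treated cells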
Dynein transport: dynein cargo transport inhibition; AID 1381; 220,000 compounds, 0.47% hits; 3617.4 mouse cells, GR-EGFP nuclear translocation imaging; test concentration mostly 20 µM; stimulated with dexamethasone, 1 µM; hits give low values; z-score, hits read low;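 active = plate z-score of nuclear minus cytoplasmic receptor signal below a set negative limit, without overly bright fluorescence or cell loss, cut at about -3.5 in these data, passing the limit was not always enough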;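 also: z-score of nuclear minus cytoplasmic ring GR-EGFP intensity difference per well; some compounds called inactive have numbers as strong as hits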
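medium = tetracycline-free induction medium containing charcoal-stripped FBS | probe or stimulus = dexamethasone, 1.0 µM final | timing = 48 h induction, then 1 h compound, then 30 min agonist, 37 °C | detection = automated 10x imaging of fixed Hoechst-stained cells | read-out basis = nuclear versus cytoplasmic GR-EGFP signal, averaged per well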
b-catenin transl: modulators of beta-catenin nuclear translocation. 190,000 compounds, 0.3% hits. HeLa beta-catenin nuclear translocation, immunofluorescence imaging. nuclear translocation activity, % at 5 µM;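 active = nuclear translocation activity above 50% at 5 µM, with a well cell count of 50 or more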;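 also: per-cell ratio of nuclear to cytoplasmic median beta-catenin stain intensity; plate controls were DMSO negative control for no effect and GSK-3 inhibitor IX positive control for full effect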
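Test system: human HeLa cells, endogenous beta-catenin. Times: 24 h compound exposure, 37°C. Measured by: beta-catenin immunofluorescence imaging with DAPI.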
Yfh1-off respiration: mitochondrial function rescue without frataxin homolog – Friedreich's ataxia, plus single-dose screen, dose response (AID 1465); S. cerevisiae Yfh1-off respiration, WST-1 reduction, 72 h; higher fold induction means a stronger effect; fold induction at 50 µM; hits with a dose series show EC50 in µM; 220,000 compounds, 0.074% hits;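 active = fold induction of absorbance versus untreated yeast above a set limit, then at least 30% activation at any dose in follow-up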;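 also: activators that raise dye reduction in frataxin-depleted yeast; strong numbers were not always called active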
M17LAP inhibition: P. falciparum M17LAP inhibitors, primary screen, biochemical, fluorogenic H-Leu-NHMec substrate, 1536-well (AID 1619); inhibition, % at 30 µM; hits with a dose series show IC50 in µM; recombinant M17LAP, H-Leu-NHMec fluorogenic kinetic assay; higher % means a stronger effect; 220,000 compounds, 0.38% hits;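 active = compound inhibiting the enzyme by more than half at any dose during confirmatory dose-response retesting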;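 also: plate controls were full reaction with DMSO carrier for no effect and no enzyme background for full effect; strong numbers were not always called active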
MT stabilize HCS: microtubule stabilization, imaging screen | HeLa tubulin immunostaining HCS, 24 h; share of cells brighter than vehicle mean+2SD | % tubulin-high responders, % at 10 µM | 200,000 compounds, 0.83% hits;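 active = plate Z-score above 3 for both tubulin-high and condensed-nucleus cell shares, with cell loss under 80%, at 10 µM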;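 also: anti alpha tubulin signal scored within the nucleus-defined area of each cell; some results filed as inactive read as strong as hits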
T cell modulator: T cell immune modulators affecting CD8 T cell-vesicle binding; 2C CD8+ T cell-vesicle binding, flow cytometry; hits give low values; calls only at 7 µM; 330,000 compounds, 0.068% hits;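 active = response, share of CD8 T cells binding vesicles, and their 90th percentile fluorescence all below set limits, cut at about 80% in these data, passing the limit was not always enough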
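Assay system – 2C mouse CD8+ T cells · Also added – QL9-loaded Drosophila micro-vesicles · Timing – Cell–vesicle co-incubation 1.5 h at 37 °C, staining 20 min on ice · Signal – flow cytometry of vesicle-bound cells · Measure – percent CD8+ FL2 mean versus row control · Controls – Peptide-free naked vesicles (low) and QL9 vesicles with 0.7% DMSO vehicle (high)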
WT yeast gro inh mutant strain: further read-out of WT yeast gro inh, marked with its call; inhibition, %; mitochondrial fusion phenotypic screen, mutant strain inhibition
Dynein transport cytoplasmic EGFP: second read-out of Dynein transport, no call of its own (marks repeat the call); z-score; measured here: cytoplasmic GR-EGFP intensity; hits give high values
Dynein transport nuclear GR-EGFP: also measured in Dynein transport; calls as there; z-score; measured here: nuclear GR-EGFP intensity;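 lower value marks the stronger effect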
Dynein transport cell count: further read-out of Dynein transport, marked with its call; z-score; measured here: cell count per field
b-catenin transl cell count 5 µM: further read-out of b-catenin transl, marked with its call; cell count; measured here: cell count, cytotoxicity flag
T cell modulator vesicle-bound %: recorded beside T cell modulator, whose call it bears; double positive events, %; measured here: CD8+ vesicle-bound cell fraction;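 binding gate set so that unloaded-vesicle control wells show 10% double positive cells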
MT stabilize HCS Hoechst-high %: also measured in MT stabilize HCS; calls as there; % Hoechst-high responders; measured here: nuclear condensation Hoechst responders;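 share of cells brighter than vehicle mean plus two SD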
MT stabilize HCS cytotoxicity %: further read-out of MT stabilize HCS, marked with its call; toxicity, %; measured here: cytotoxicity by cell density;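 0% = mean cell density of plate MIN control wells and 100% = no cells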
Autophagy mod cell loss 18 h: recorded beside Autophagy mod, whose call it bears; toxicity, %; measured here: cell loss, nuclei count;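 cell loss after 18 h compound exposure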
The depositor's hits bear a star; i = inactive; . = not tested or not shown.

Values run as follows: WT yeast gro inh | WT yeast gro inh mutant strain | M1AAP inhibition | Autophagy mod | Autophagy mod cell loss 18 h | Dynein transport | Dynein transport cytoplasmic EGFP | Dynein transport nuclear GR-EGFP | Dynein transport cell count | b-catenin transl | b-catenin transl cell count 5 µM | Yfh1-off respiration | M17LAP inhibition | MT stabilize HCS | MT stabilize HCS Hoechst-high % | MT stabilize HCS cytotoxicity % | T cell modulator | T cell modulator vesicle-bound %
> COc1ccccc1NC(=O)CCC(=O)OCc1ccc(Br)cc1
    8 | 11 | -5% | i | -33 | 2.8 | -0.29 | 1.6 | -1.3 | -0.4 | 1547 | i | 2% | 2.6 | 0.3 | 1.6 | i | 40
> CCNS(=O)(=O)c1ccc(NC(=O)c2ccccc2)cc1
    -3 | -6 | 2% | i | 8 | 0.17 | -0.25 | 0.034 | 0.11 | 0.2 | 1068 | i | 0% | 2.7 | 2.4 | 4.5 | i | 29
> CC(=O)Nc1ccc(NC(=O)c2ccccc2CCc2ccccc2)cc1
    5 | 0 | 4% | i | 18 | 0.64 | -0.22 | 0.62 | 0.04 | 0.7 | 1500 | i | 3% | 4.1 | 1.5 | 17 | i | 43
> C=C(C)CN(CC)C(=O)CC1C(=O)NCCN1C (stereo unspecified)
    -5 | -5 | -3% | i | -16 | -0.2 | -0.2 | -0.2 | -0.49 | -0.4 | 1552 | i | 6% | 2.0 | 1.6 | 5.8 | i | 57
> COCCSc1nnc(NC(=O)COC)s1
    -3 | -2 | 0% | i | -5 | -0.87 | -0.22 | -0.21 | 0.22 | -2.1 | 1128 | i | -4% | 5.3 | 3.3 | 6.5 | i | 52
> COc1ccc(N(C(=O)COc2ccccc2OC)S(=O)(=O)c2ccc(C)cc2)cc1
    7 | -7 | -2% | i | 4 | 0.36 | -0.17 | -0.093 | -0.5 | -1.2 | 1292 | i | 30% | 1.2 | 1.2 | 5.3 | i | 20
> Cc1c(O)ccc(-c2n[nH]c(C(=O)O)c2-c2nc3ccccc3s2)c1O
    . | . | 1% | . | . | 0.31 | -0.21 | 0.83 | -0.69 | 0.1 | 1262 | i | -3% | . | . | . | i | 53
> CC1(C)CC(=O)C/C(=N\NC(=O)C2CC23CCC3)C1 (stereo unspecified)
    -1 | -5 | 11% | i | 24 | -0.49 | -0.28 | -0.25 | 0.89 | 1.2 | 1493 | i | 5% | 4.2 | 1.7 | 7.2 | i | 44
> COC(=O)C1=C(C)Nc2c(c(=O)n(C)c(=O)n2C)C1c1cccc(O)c1 (stereo unspecified)
    . | . | 0% | . | . | -0.43 | -0.27 | -0.23 | 0.0033 | -0.1 | 1275 | i | 7% | . | . | . | i | 33
> O=S(=O)(c1cnc(Cl)c(Br)c1)N1CCN(c2ncccn2)CC1
    . | . | 2% | . | . | 0.95 | -0.12 | 0.24 | -1.1 | -0.1 | 1046 | i | -7% | . | . | . | i | 26
> COc1ccc(N(CC(=O)NC2CCCC2)C(=O)CS(=O)CC(=O)Nc2ccc3c(c2)OCO3)cc1 (stereo unspecified)
    -11 | -9 | -6% | i | 32 | -1.5 | -0.33 | -0.62 | 1.6 | 0.9 | 1529 | i | 7% | 2.5 | 1.2 | 7.9 | i | 21
> CSc1ccc(S(=O)(=O)Nc2ccc(OCC(=O)N3CCOCC3)cc2)cc1
    -11 | -9 | 1% | i | 34 | -0.27 | -0.039 | -0.027 | 0.29 | 0.7 | 927 | i | -3% | 2.4 | 1.0 | 5.0 | i | 48
> CCC(=O)Nc1cc(C(C)(C)C)ccc1C(C)=O
    -2 | -9 | 0% | i | 1 | -0.74 | -0.3 | -0.77 | 0.35 | -0.1 | 577 | i | -11% | 5.4 | 2.7 | 3.9 | i | 42
> Cc1ccc(C)n1-c1ccc(N2CCOCC2)c([N+](=O)[O-])c1
    . | . | 5% | . | . | 0.71 | -0.28 | 0.92 | -0.88 | 3.9 | 883 | i | 4% | . | . | . | i | 57
> CCc1sc(N(C(=O)Cc2ccccc2)c2ccccc2)nc1-c1ccccc1
    14 | 0 | -21% | i | 5 | -1.3 | -0.24 | -0.14 | -0.022 | -2.5 | 1165 | i | -15% | 2.1 | 1.5 | 5.8 | i | 38
> CCCS(=O)(=O)N1CCN(C2Cc3ccccc3C2)CC1
    . | . | 2% | . | . | -0.96 | -0.46 | -0.31 | 0.54 | -1.0 | 1411 | i | 8% | . | . | . | i | 57
> COc1ccc(OC)c(N(CC(=O)NCc2ccncc2)S(C)(=O)=O)c1
    15 | 10 | -2% | i | -17 | 0.14 | -0.21 | 0.34 | 0.14 | 3.0 | 1123 | i | -12% | 1.7 | 1.0 | 4.2 | i | 17
> CCOc1ccc(NC(=O)N(CCC(C)C)C2CCN(C(C)=O)CC2)cc1
    -10 | -9 | 10% | i | -12 | 0.66 | -0.39 | 0.56 | 0.37 | -6.5 | 1187 | i | 21% | 2.1 | 1.4 | 2.8 | i | 22
> COc1ccc2c(c1OC)C(=O)N1N=C(c3ccc(Cl)cc3)CC21 (stereo unspecified)
    6 | -6 | 15% | i | 7 | 0.95 | -0.1 | 0.71 | -0.86 | 0.1 | 1010 | i | 17% | 7.7 | 1.7 | 6.9 | i | 54
> CCc1ccc(NC(=O)c2cnn3ccccc23)cc1
    19 | 20 | 10% | i | 6 | -0.38 | -0.18 | 0.06 | -0.09 | . | . | i | 1% | 5.6 | 2.7 | 7.4 | i | 34
> CSc1nc2nc3c(cc2c(=O)n1-c1ccc(C)cc1)COC(C)(C)C3
    . | . | -1% | . | . | -0.09 | 0.011 | 0.41 | 0.6 | -0.6 | 1396 | i | 4% | . | . | . | i | 56
> COc1cc(CN2C(=S)NC(C)(C)CC2(C)O)cc(OC)c1 (stereo unspecified)
    12 | 13 | 7% | i | 0 | -0.41 | -0.34 | -0.67 | 0.59 | -1.6 | 544 | i | -5% | 3.4 | 3.2 | 4.6 | i | 58
> Brc1ccccc1OCCCCCN1CCOCC1
    19 | 32 | -5% | i | -8 | -0.18 | -0.18 | -0.052 | -0.17 | 3.3 | 1031 | i | 3% | 1.9 | 3.1 | 4.0 | i | 9
> Cc1[nH]n(-c2ccccc2)c(=O)c1C=NC1CCCCC1
    -5 | 10 | 11% | i | -4 | -0.72 | 1.4 | -0.17 | 1.2 | 0.7 | 1066 | i | 11% | 4.6 | 2.5 | 8.9 | i | 58
> Cc1nc2ccccc2nc(C)c1=NOCC(=O)N(c1ccccc1)C(C)C
    -14 | 3 | -4% | i | 1 | 0.41 | -0.26 | 0.48 | -0.36 | 0.5 | 1041 | i | -1% | 5.0 | 2.9 | 6.3 | i | 33
> Cc1ccccc1NC(=O)c1ccc(Cl)c(NC(=O)c2ccncc2)c1
    4 | -20 | 4% | i | 10 | -0.87 | -0.24 | 0.34 | 0.32 | -1.1 | 609 | i | 9% | 4.5 | 3.6 | 6.7 | i | 2
> COC(=O)C1CCN(c2nc3ccccc3nc2C(C#N)C(=O)OCC(C)C)CC1 (stereo unspecified)
    15 | 13 | 1% | i | 0 | 1.3 | -0.35 | 0.31 | 0.38 | . | . | i | 14% | 5.7 | 0.8 | 2.1 | i | 64
> COc1cccc(C(=O)NN2CC(O)=C(c3nc4ccccc4n3C)C2=N)c1
    9 | 7 | 4% | i | 1 | 0.62 | -0.23 | 1 | -1.6 | 2.1 | 873 | i | 6% | 5.2 | 1.0 | 21 | i | 37
> O=C(Nc1nc2ccccc2s1)c1ccccc1
    26 | 32 | 5% | i | -3 | 0.081 | -0.35 | 0.35 | 0.47 | 2.2 | 1048 | i | 0% | 3.0 | 4.3 | 5.4 | i | 25
> CC(=O)Nc1ccc(S(=O)(=O)NCCC(=O)OCCN2C(=O)c3ccccc3C2=O)cc1
    73* | 31* | 1% | i | -12 | -0.4 | -0.2 | -0.21 | 0.22 | 2.9 | 1189 | i | 3% | 1.5 | 2.3 | 11 | i | 38
> O=c1c2cc(-c3ccccc3)sc2ncn1/N=C/c1ccco1
    -9 | 1 | 4% | i | -21 | 0.17 | -0.17 | 0.6 | -0.63 | -1.2 | 1119 | i | -9% | 8.1 | 3.4 | 9.4 | i | 38

Entries of single compounds, quoted from the list. Screens in order: WT yeast gro inh, WT yeast gro inh mutant strain, M1AAP inhibition, Autophagy mod, Autophagy mod cell loss 18 h, Dynein transport, Dynein transport cytoplasmic EGFP, Dynein transport nuclear GR-EGFP, Dynein transport cell count, b-catenin transl, b-catenin transl cell count 5 µM, Yfh1-off respiration, M17LAP inhibition, MT stabilize HCS, MT stabilize HCS Hoechst-high %, MT stabilize HCS cytotoxicity %, T cell modulator, T cell modulator vesicle-bound %
Profile of Cc1ccccc1NC(=O)c1ccc(Cl)c(NC(=O)c2ccncc2)c1 → 4, -20, 4%, i, 10, -0.87, -0.24, 0.34, 0.32, -1.1, 609, i, 9%, 4.5, 3.6, 6.7, i, 2
Profile of Cc1[nH]n(-c2ccccc2)c(=O)c1C=NC1CCCCC1 → -5, 10, 11%, i, -4, -0.72, 1.4, -0.17, 1.2, 0.7, 1066, i, 11%, 4.6, 2.5, 8.9, i, 58
